Assay outcomes deposited in PubChem by National Center for Advancing Translational Sciences (NCATS).
Pol kappa inh: inhibitors of human DNA polymerase kappa; purified Pol kappa, fluorescent DNA synthesis assay, 10 min; Potency, µM (doses to about 107 µM), for the others: at the highest dose activity, negative = inhibition, actives largely listed as inhibitors; 400,000 compounds, 0.53% hits; Q9UBT6; note: potency is the fitted concentration of half-maximal effect; % is set by controls: 0 for no effect and ±100 for the full control effect
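10 nM Pol kappa was preincubated with compounds for 15 min at room temperature. Reaction started with 50 nM (final) substrate. Fluorescence read kinetically at 0 and 10 min.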
APE1 inh: blocks human APE1 abasic DNA cleavage | recombinant APE1, TAMRA/BHQ-2 abasic DNA cleavage fluorescence | Potency, µM (doses to about 65.8 µM), for inactives: at the top dose activity change, negative = inhibition, most hits filed as inhibitors | 350,000 compounds, 0.35% hits | AID 2517;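 note: potency is the fitted concentration of half-maximal effect; plate controls were vehicle for no effect and reference inhibitor for full effect; nearly all actives have a fitted effect of over 55% in size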
Target sequence (P27695 whole entry, looked up): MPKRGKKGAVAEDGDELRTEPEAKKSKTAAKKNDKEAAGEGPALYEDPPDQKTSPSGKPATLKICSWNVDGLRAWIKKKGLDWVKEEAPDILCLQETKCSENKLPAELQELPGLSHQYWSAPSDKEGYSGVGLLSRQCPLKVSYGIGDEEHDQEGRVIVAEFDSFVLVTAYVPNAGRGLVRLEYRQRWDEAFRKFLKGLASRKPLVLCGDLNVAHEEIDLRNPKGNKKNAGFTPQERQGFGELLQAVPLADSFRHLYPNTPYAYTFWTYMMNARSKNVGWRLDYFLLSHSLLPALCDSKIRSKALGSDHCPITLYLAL
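Quantitative HTS: incision of a TAMRA/BHQ-2 double-stranded substrate bearing a tetrahydrofuran abasic site by 0.75 nM APE1 raises fluorescence. Substrate 50 nM final, added after 15 min compound preincubation at room temperature; progress as third-minus-first kinetic read difference.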
Anesthetic bind: candidate novel general anesthetic via apoferritin binding; apoferritin/1-aminoanthracene competitive binding, fluorescence; P02791; Potency, µM (series often up to 77.5 µM), inactives show at the top dose activity change, negative = displacement, most hits filed as inhibitors; 350,000 compounds, 0.074% hits; note: potency is the fitted concentration of half-maximal effect; % is set by controls: 0 for no effect and ±100 for the full control effect; nearly all actives have a fitted effect of over 20% in size
Target sequence (P02791 2-175 limits assumed): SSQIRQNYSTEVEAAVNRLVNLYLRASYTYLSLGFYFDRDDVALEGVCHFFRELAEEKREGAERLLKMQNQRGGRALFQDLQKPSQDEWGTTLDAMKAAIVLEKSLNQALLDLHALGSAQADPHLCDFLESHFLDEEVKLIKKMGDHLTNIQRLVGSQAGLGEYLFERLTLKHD
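Steps: apoferritin (10 uM) was premixed with half-saturated 1-AMA in PBS, compounds were pin-transferred, plates stood 10 min at room temperature, fluorescence was read at 380/535 nm, and curves were fitted with a Hill equation.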
BLM helicase inh: inhibitors of human Bloom syndrome helicase BLM; 350,000 compounds, 0.2% hits; recombinant BLM DNA unwinding, fluorescence dequenching; Potency, µM (titrated, usually from 56.1 µM), without a hit: at the highest dose activity change, negative = inhibition, most hits filed as inhibitors; P54132;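 note: potency is the fitted concentration of half-maximal effect; plate controls were vehicle for no effect and no enzyme for full effect; nearly all actives have a fitted effect of over 35% in size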
PGK inhibitor: inhibitors of T. brucei phosphoglycerate kinase. P07378. PGK/GAPDH coupled, Kinase-Glo luminescence, 60 min. Potency, µM (series often up to 57.5 µM), without a hit: at the highest dose activity change, negative = inhibition, usual class: inhibitors. 380,000 compounds, 0.043% hits. AID 602233; note: potency is the fitted concentration of half-maximal effect; % is set by controls: 0 for no effect and ±100 for the full control effect; nearly all actives have a fitted effect of over 60% in size
Target sequence (P07378 whole entry, looked up): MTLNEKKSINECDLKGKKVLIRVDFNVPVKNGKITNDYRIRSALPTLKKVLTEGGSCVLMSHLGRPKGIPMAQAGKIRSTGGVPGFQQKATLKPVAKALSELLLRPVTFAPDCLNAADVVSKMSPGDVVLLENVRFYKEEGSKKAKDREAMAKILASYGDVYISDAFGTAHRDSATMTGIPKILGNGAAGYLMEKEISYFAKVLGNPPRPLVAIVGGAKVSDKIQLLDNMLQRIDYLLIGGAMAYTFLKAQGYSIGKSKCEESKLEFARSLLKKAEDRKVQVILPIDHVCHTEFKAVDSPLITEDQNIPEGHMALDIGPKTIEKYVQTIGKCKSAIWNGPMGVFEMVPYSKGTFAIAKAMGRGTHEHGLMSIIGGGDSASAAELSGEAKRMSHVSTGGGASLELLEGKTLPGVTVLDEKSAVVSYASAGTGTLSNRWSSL
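Luminescent ATP detection (Kinase-Glo Plus) follows a 60-minute room-temperature incubation, with wells lacking PGK as controls. Buffer: 100 mM TEA (pH 7.6), 5 mM MgCl2, 0.01% Tween-20. Coupling enzyme GAPDH (100 nM final) supplies unstable 1,3-BPG in-well.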
RXFP1 antagonist: RXFP1 (human) relaxin receptor antagonism; activity change, negative = inhibition, % at 57.5 µM; Q9HBX9; 350,000 compounds, 0.59% hits; HEK293-RXFP1, relaxin-stimulated cAMP HTRF, 30 min; active compounds read low; AID 1259400;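 active = activity change of -60% or lower, but not beyond a set lower limit; inconclusive = change between -60% and -40%, or beyond the set limit; inactive = change above -40%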; note: % is set by controls: 0 for no effect and ±100 for the full control effect
Pol iota inh: inhibitors of human DNA polymerase iota; Potency, µM (top dose mostly 115 µM), for inactives: at the top dose activity, negative = inhibition, most hits filed as inhibitors; Q9UNA4; Pol iota fluorescent replication assay, 10 min; 390,000 compounds, 1% hits; note: potency is the fitted concentration of half-maximal effect
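Pol iota at 10 nM preincubated 15 min with compounds at room temperature; reaction started with fluorescent substrate, 50 nM final. Fluorescence read kinetically at 0 and 10 min; buffer-only wells as negative control.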
POLB inh: blocks human DNA polymerase beta activity; 340,000 compounds, 1.3% hits; Potency, µM (series often up to 114 µM), for inactives: top-dose activity change, negative = inhibition, most hits filed as inhibitors; AID 485314; Pol beta primer extension/strand displacement, fluorescence kinetic; note: potency is the fitted concentration of half-maximal effect; % is set by controls: 0 for no effect and ±100 for the full control effect
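Homogeneous kinetic assay of primer extension and strand displacement by 10 nM Pol beta, preincubated 15 min at room temperature with compound before 50 nM substrate (final) was added. Read at 0 and 10 min; four-parameter Hill fit.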
POLH inh: DNA polymerase eta (human) inhibition. Potency, µM (doses to about 114 µM), for the others: top-dose activity change, negative = inhibition, usual class: inhibitors. Q9Y253. 390,000 compounds, 1.2% hits. AID 588591. recombinant Pol eta, fluorescent DNA replication assay; note: potency is the fitted concentration of half-maximal effect; % is set by controls: 0 for no effect and ±100 for the full control effect
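Pol eta at 10 nM preincubated with compounds 15 min at room temperature; reaction started with fluorescent substrate (50 nM final) and read kinetically at 0 and 10 min.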
Starred values were filed as active, the others as inactive; i = inactive; ? = inconclusive; . = not tested or not shown; & = joins results of further samples; [ ] = another dose, or the depositor's remark. Unless noted, calls come from the whole dose curve; as a rule, active = well fitted curve in the direction sought with a large enough effect; inconclusive = small, poorly fitted or top-dose-only effect, or another doubt; inactive = no such curve, though single readings can be large; an effect the other way counts as inactive or inconclusive.

cpd	molecule	Pol iota inh	RXFP1 antagonist	BLM helicase inh	POLH inh	APE1 inh	Pol kappa inh	POLB inh	PGK inhibitor	Anesthetic bind
1	COc1ccc(Cl)cc1NC(=O)CSC1=Nc2ccccc2C2=NC(CCC(=O)NCc3ccc(F)cc3)C(=O)N12 (stereo not drawn)	25%	-28	-6%	1%	.	-3%	-8%	i	-15%
2	CN(c1ccccc1)S(=O)(=O)c1cccc(C(=O)OCC(=O)Nc2ccc(C(N)=O)cc2)c1	15%	0	.	-12%	7%	-13%	.	i	.
3	Cc1cccc(NC(=O)CSc2nnc([C@H](C)NC(=O)OC(C)(C)C)o2)c1C	35%[activator]	23	1%	-8%	49%[activator]	12%	-1%	-8%	0%
4	COc1ccc(NC(=S)N(CCCN2CCC(C)CC2)Cc2cccs2)cc1	63%[activator]	-14	2%	-21%	10%	-21%	9%	i	?
5	O=C(Cn1c(NCCO)nc2ccccc21)Nc1cccc(S(=O)(=O)N2CCCC2)c1	88%[activator]	-9	.	-12%	43%	-6%	.	5%	.
6	O=C(NCCCn1ccnc1)c1cc(-c2ccc(Br)cc2)on1	-2%	5	4%	-4%	6%	-18%	33%	-3%	-13%
7	COc1ccc(C(=O)NCC(=O)OCC(=O)NC2CCCCCC2)cc1	21%	-10	.	-13%	9%	-9%	.	8%	.
8	COc1ccc(CCN(C)C(=O)c2c(C)noc2C)cc1OC	-14%	7	.	-8%	37%	-15%	.	i	.
9	S=c1[nH]nc(COc2ccccc2)n1-c1ccc(Cl)cc1	18%	-19	.	9%	.	-20%	.	-2%	.
10	COc1cccc(-c2nc(CS(=O)(=O)CC(=O)Nc3ccc(F)cc3F)c(C)o2)c1	34%[activator]	4	-2%	-4%	31%	0%	22%	i	-23%
11	O=C(/C=C/c1cc([N+](=O)[O-])ccc1OC(F)F)Nc1cccc(OC(F)F)c1	11%	3	3%	-2%	-1%	-5%	-5%	-4%	-12%
12	O=C(O)CCc1ccc(-c2ccccc2)n1CC1CCCO1 (stereo not drawn)	2%	-9	-2%	-1%	14%	-19%	39%	6%	37%[activator]
13	Cc1cccc(C(=O)NCCc2nnc(SCC(=O)Nc3cccc(C(=O)O)c3)n2C)c1	20%	10	-1%	-1%	-2%	-17%	7%	-1%	-2%
14	O=C(c1ccc(Cl)cc1)c1nnc(-c2ccncc2)o1	9%	6	0%	-12%	-3%	2%	-20%	-9%	-9%
15	CC(C)n1c(O)c(/C=C2\C=Nc3ccccc32)sc1=Nc1ccccc1	4%	-30	-7%	-11%	13%	-3%	33%	-6%	-22%
16	Cc1ccc(C)c(-c2[nH]ncc2CN2CCCC(CO)(Cc3ccccc3C)C2)c1 (stereo not drawn)	45%[activator]	-22	1%	-18%	-3%	-4%	3%	i	?
17	CC1CCC(NC(=O)CN2C(=O)c3ccccc3S2(=O)=O)CC1 (stereo not drawn)	33%[activator]	-2	.	-18%	2%	3%	.	0%	.
18	CC(C)N(Cc1ccccc1)C(=O)/C=C/c1ccccc1[N+](=O)[O-]	?	2	-5%	-14%	7%	-16%	5%	4%	-20%
19	C=CCn1c(SCC(=O)O)nnc1-c1ccccc1	-3%	0	-8%	-15%	-2%	-1%	6%	-4%	3%
20	COc1ccc(C2c3c(oc4ccccc4c3=O)C(=O)N2Cc2ccncc2)cc1 (stereo not drawn)	.	.	1%	.	-1%	.	42%	.	-13%
21	Clc1ccc(-n2cc(-c3ccc(Br)cc3)[n+]3c2CCCCC3)cc1	5%	-1	2%	-3%	18%	7%	30%	0%	4%
22	Cc1csc(SCc2nc3sc4c(c3c(=O)[nH]2)CCC4)n1	1%	3	-10%	7%	1%	-1%	17%	-1%	-6%
23	O=C(N/N=C/c1cn(Cc2ccccc2)c2ccccc12)c1ccncc1	42%[activator]	-12	-11%	-23%	-4%	-5%	?	-7%	-13%
24	CCN(CC)S(=O)(=O)c1ccc(OC)nc1	10%[58.9 µM]	20	-1%	0%	-16%	-8%	29%	i	-23%
25	Cc1nc2scc(C)n2c(=O)c1S(=O)(=O)Nc1ccc(N2CCOCC2)cc1	-2%&-2%	13&-8	-6%&-1%	-1%&-9%	1%	-6%&-16%	26%&5%	-1%&-4%	-3%&6%
26	CCNS(=O)(=O)c1ccc(CCC(=O)N2CCN(c3ccccc3)CC2)cc1	38%[activator]	4	0%	-16%	3%	4%	?	-12%	-11%
27	COc1coc(/C=C/C(=O)O)cc1=O	116%[activator]	1	-4%	3%	12%	-14%	1%	-1%	1%
28	CC1(C)Cc2c(C#N)c(N3CCCC3)nc(-c3ccco3)c2CO1	.	.	-7%	.	-4%	.	0%	.	3%
29	CCc1nnc(NC(=O)CSc2n[nH]c(-c3ccccc3O)n2)s1	67%[activator]	?	-3%	-6%	1%	-1%	1%	7%	?
30	CCN(c1ccccc1)S(=O)(=O)c1ccc(C(=O)Nc2nnc(CSC)o2)cc1	20%	-9	-4%	-21%	-5%	-1%	-27%	0%	1%

The list continues:
cpd	molecule	Pol iota inh	RXFP1 antagonist	BLM helicase inh	POLH inh	APE1 inh	Pol kappa inh	POLB inh	PGK inhibitor	Anesthetic bind
31	O=C(Nc1c(F)c(F)c(F)c(F)c1F)NC1CCCCC1	13%	-1	-1%	-4%	-4%	-9%	38%	-4%	-11%
32	O=C(NCc1ccco1)/C(=C\c1ccco1)NC(=O)c1cccs1	71%[activator]	-4	0%	-21%	5%	-13%	22µM*	-8%	-5%
33	COc1ccc(/C=N/n2c(=S)n(C)c3ccccc32)cc1OC	-6%[58.9 µM]	16	-20%	-25%	-4%	-7%	-19%	5%	-7%
34	Cc1cccc2nc(CSc3nnnn3-c3ccccc3)cn12	-4%	7	3%	8%	-4%	-9%	10%	-4%	-12%
35	O=C(NCCN1CCOCC1)N1CCOCC1	3%	-4	-1%	11%	-3%	-15%	-18%	-6%	-3%
36	CCc1ccc(C(=O)COC(=O)c2cccc(N3C(=O)c4c(C)nc5ccccc5c4C3=O)c2)cc1	9%	-8	-9%	-5%	11%	-4%	34%	3%	-17%
37	CC(C)CCN1C(=O)c2ccc(C(=O)OCC(=O)N(C)C3CCS(=O)(=O)C3)cc2C1=O (stereo not drawn)	37%[activator]	15	.	-13%	-9%	1%	.	0%	.
38	CCOc1ccc(CN(C)C(=O)CN2C(=O)NC(c3ccccc3)(c3ccccc3)C2=O)cc1	-7%	8	.	-23%	-6%	4%	.	-1%	.
39	O=C(CSc1nnc(COc2cccc3cccnc23)o1)N1CCN(C(=O)c2ccco2)CC1	-11%	-7	4%	5%	6%	-23%	2%	-1%	-9%
40	COc1ccc(C(=O)NCCC2=CCCCC2)cc1OC1CCN(C(C)C)CC1	49%[activator]	-1	2%	-8%	60%[activator]	8%	-18%	i	-18%
41	C=C(C)c1cccc(C(C)(C)NC(=O)NNC(=O)c2ccccc2O)c1	112%[activator]	3	-1%	-5%	-19%	-10%	19%	0%	-19%
42	Cc1ccccc1OCC(=O)OCc1cc(=O)n2ccsc2n1	2%	.	1%	0%	.	-12%	5%	11%	-1%
43	COC(=O)c1c(NC(=O)c2ccco2)sc2c1CC(C)(C)NC2(C)C	29%	-16	2%	-26%	16%	-7%	50%	2%	-7%
44	COc1ccc(-c2nc(NC(=O)CSc3nnc(C)s3)ns2)cc1	4%	-3	0%	-12%	-4%	-4%	-24%	2%	-11%
45	O=C1CC(c2cccc(F)c2)C2=C(CCCC2=O)N1 (stereo not drawn)	-6%	0	1%	-9%	-2%	1%	1%	-8%	0%
46	C=CC(=O)Nc1cccc(Nc2nc(N[C@H]3CC[C@H](N(C)C)CC3)nc3c2ncn3C(C)C)c1	?	.	.	?	.	-22%	.	7%	.
47	CN=C1S/C(=C\c2ccc(N3CCOCC3)cc2C)C(=O)N1C	13%	-4	2%	-5%	1%	-2%	-11%	-8%	-4%
48	CC(Oc1ccc(-c2nnco2)cc1)C(=O)N1CCOCC1 (stereo not drawn)	-14%	-9	.	-15%	-20%	-2%	.	i	.
49	Cc1ccc(N(CC(=O)NC(C)(C)C)C(=O)CNC(=O)c2cccs2)cc1	23%	8	0%	-1%	19%	-1%	1%	i	-5%
50	COc1ccc(N2CCN(CC(O)COc3ccc4c(c3)CCC4)CC2)cc1 (stereo not drawn)	?	-3	-5%	-12%	11%	-7%	?	0%	-6%
51	O=C(COC(=O)C1CC(O)CN1S(=O)(=O)c1ccc(Cl)cc1)c1ccccc1 (stereo not drawn)	23%	-7	0%	-22%	-6%	-5%	-2%	-12%	-4%
52	CCOC(=O)Cn1c(=N)n(CCOc2cccc(C)c2)c2ccccc21	-5%	-13	-8%	-9%	-2%	-10%	6%	-3%	2%
53	Cc1ccc(NS(=O)(=O)c2ccc(NC(=O)C3CC3)cc2)cc1C	5%	6	-5%	-15%	3%	8%	-16%	-1%	?
54	CCOc1ccc(S(=O)(=O)NNS(=O)(=O)c2ccc(C)cc2C)cc1	51%[activator]	-5	0%	-17%	33%	-7%	21%	17%	-12%
55	CC(=O)N1CCN(S(=O)(=O)c2cccc(C(=O)OCC(=O)N(CCC#N)c3ccc(F)cc3)c2)CC1	24%	11	.	4%	35%	-1%	.	-1%	.
56	CCc1ccc(S(=O)(=O)NCc2nc3cccnc3n2Cc2ccccc2Cl)cc1	?	-11	-4%	-19%	.	2%[60.1 µM]	?	-5%	-8%
57	CCCOc1ccc(C(=O)c2nc3c(n2O)CCCCC3)cc1	27%	-4	-12%	-23%	-2%	-7%	6%	-4%	?
58	O=C(CN1C(=O)COc2ccc(Cl)cc21)N1CCCCC1	-10%	6	-3%	-3%	2%	1%	-10%	5%	-7%

This is a subset. The share of hits here may be higher or lower than overall.
